From PubChem BioAssay
PLK1 PBD inh: qHTS for Inhibitors of PLK1-PDB (polo-like kinase 1 - polo-box domain): Primary Screen. Plk1 PBD binding of FITC phosphopeptide, fluorescence polarization. Serine/threonine-protein kinase PLK1 (Homo sapiens), P53350. 2.8% of 360,000 active. AID 720504, 2013. Potency, µM, without a hit: max response, negative = inhibition, actives largely listed as inhibitors; also: potency is read from the fitted curve at half-maximal effect; series mostly up to about 57 µM; % is scaled to controls: 0 for no effect and ±100 for the full control effect; nearly all actives have a fitted effect of over 65% in size
Target sequence (P53350 whole entry, looked up, the tested form may be a part): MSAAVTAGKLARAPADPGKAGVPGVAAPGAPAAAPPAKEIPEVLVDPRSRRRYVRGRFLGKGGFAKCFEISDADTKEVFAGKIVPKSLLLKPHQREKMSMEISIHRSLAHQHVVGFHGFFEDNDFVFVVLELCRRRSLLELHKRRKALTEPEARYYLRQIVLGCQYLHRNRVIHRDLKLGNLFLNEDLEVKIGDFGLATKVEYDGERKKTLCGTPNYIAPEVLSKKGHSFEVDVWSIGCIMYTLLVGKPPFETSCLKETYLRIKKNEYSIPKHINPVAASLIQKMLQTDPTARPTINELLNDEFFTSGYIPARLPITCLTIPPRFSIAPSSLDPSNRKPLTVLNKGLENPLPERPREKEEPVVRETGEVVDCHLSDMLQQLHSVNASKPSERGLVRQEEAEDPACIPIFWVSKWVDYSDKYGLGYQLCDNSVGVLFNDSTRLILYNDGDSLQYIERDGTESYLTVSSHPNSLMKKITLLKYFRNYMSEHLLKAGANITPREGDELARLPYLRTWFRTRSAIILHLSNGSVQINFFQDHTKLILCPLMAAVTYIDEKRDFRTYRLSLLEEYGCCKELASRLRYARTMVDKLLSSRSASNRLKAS
PI5P4K alpha inh: qHTS for Inhibitors of phosphatidylinositol 5-phosphate 4-kinase (PI5P4K); 1.2% of 330,000 active; max response, %; PI5P4Kalpha enzyme, ADP-Glo luminescence, 60 min; active compounds read low; AID 652105, 2013; active = max response of -50% or lower; inconclusive = between -30% and -50%; inactive = -30% or higher; also: value at the top dose of about 77 µM; % is scaled to controls: 0 for no effect and ±100 for the full control effect
Target sequence (P48426 whole entry, looked up): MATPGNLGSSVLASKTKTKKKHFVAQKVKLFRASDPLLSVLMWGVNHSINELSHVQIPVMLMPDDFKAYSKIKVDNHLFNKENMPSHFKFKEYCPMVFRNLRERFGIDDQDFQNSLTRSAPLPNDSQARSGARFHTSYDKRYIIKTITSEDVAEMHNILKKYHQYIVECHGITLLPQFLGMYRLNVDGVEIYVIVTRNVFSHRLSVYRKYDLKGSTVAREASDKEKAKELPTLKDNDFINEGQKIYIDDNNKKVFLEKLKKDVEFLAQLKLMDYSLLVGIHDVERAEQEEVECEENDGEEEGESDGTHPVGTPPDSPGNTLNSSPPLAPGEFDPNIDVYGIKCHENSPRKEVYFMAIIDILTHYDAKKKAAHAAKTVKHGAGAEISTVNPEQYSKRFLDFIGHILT
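Quantitative HTS of the MLSMR library against PI5P4Kalpha with substrate. ATP added last at 5 microM final; room temperature, 60 minutes. Remaining ATP depleted, ADP converted and read as luminescence.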
IL2 activator: qHTS of IL-2 Activators | IL-2 activation reporter assay, cell-based qHTS; stimulated with anti-CD3/CD4/CD28 beads; in transgenic mouse T cells | activation, % (series mostly up to about 46 µM) | 0.065% of 360,000 active | AID 652025, 2013; in the data active = activation above about 50%; inconclusive = mostly about 30% to 49%; also: 0% is about no effect
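Unstimulated transgenic mouse T cells preincubated 60 min with compound, then stimulated with anti-CD3/anti-CD4-coated beads plus anti-CD28 for 18 h at 37 degrees C. IL-2 response read as EGFP and DsRed fluorescence by plate cytometry.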
WRN helicase inh: qHTS for Inhibitors of WRN Helicase; Potency, µM (doses to about 114 µM), for inactives: at the top dose activity change, negative = inhibition, actives largely listed as inhibitors; 0.46% of 360,000 active; Bifunctional 3'-5' exonuclease/ATP-dependent helicase WRN (Homo sapiens), Q14191; WRN helicase unwinding, fluorescent forked duplex, kinetic; also: potency is read from the fitted curve at half-maximal effect; % is scaled to controls: 0 for no effect and ±100 for the full control effect; nearly all actives have a fitted effect of over 55% in size
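Kinetic fluorescence helicase assay: unwinding of a quenched forked DNA duplex (100 nM final) with 2 mM ATP final raises red fluorescence (525/598 nm). Compounds sat 15 min at room temperature with 20 nM WRN beforehand.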
Abeta rescue: qHTS for compounds that reverse cellular toxicity of Amyloid beta (A-beta) peptide in yeast: Primary Screen | AID 1347071, 2019 | Potency, µM (series often up to 46.1 µM), inactives show top-dose growth rescue, hits mostly activators | yeast expressing A-beta42, growth rescue, OD600, 48 h; response scale: 0% DMSO, 100% iron-clioquinol control | 0.063% of 410,000 active; also: potency is read from the fitted curve at half-maximal effect; nearly all actives have a fitted effect of over 55% in size
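Yeast growth medium received pinned compounds, then yeast cells expressing toxic A-beta were added; plates incubated at 30 C for 48 hr. Growth read as absorbance at 600 nm, normalized to DMSO and equimolar FeCl3 plus clioquinol controls.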
EPAC1 antagonist: qHTS for Antagonist of cAMP-regulated guanine nucleotide exchange factor 3 (EPAC1): primary screen. EPAC1 GEF assay, Rap1b-BODIPY-GDP exchange fluorescence. AID 720709, 2013. 0.14% of 360,000 active. Rap guanine nucleotide exchange factor 3 (Homo sapiens), O95398. Potency, µM (series often up to 115 µM), for the others: at the highest dose activity change, negative = inhibition, actives largely listed as inhibitors;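 also: potency is read from the fitted curve at half-maximal effect; plate controls were vehicle for no effect and positive control for full effect; nearly all actives have a fitted effect of over 50% in size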
aSyn rescue: qHTS of alpha-syn Inhibitors; Potency, µM (series often up to 46.1 µM), for the others: at the top dose growth rescue (activation), most hits filed as activators; AID 652106, 2013; Yeast expressing alpha-synuclein, growth rescue, BacTiter-Glo, 24 h; 0.14% of 370,000 active; also: potency is read from the fitted curve at half-maximal effect; % of control where 0% means no effect; nearly all actives have a fitted effect of over 65% in size
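Readout is rescue of growth in alpha-synuclein-expressing yeast, so inhibitors of toxicity appear as activators. Growth after 24 hr at 30 deg C in galactose medium is quantified by luminescence.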
FUS suppressor: qHTS for Suppressors of FUS Proteinopathy: Primary screen using FUS-linked yeast assay | S. cerevisiae FUS-expressing, growth rescue, OD600, 24 h | Potency, µM (highest dose often 76.6 µM), inactives show at the top dose growth rescue (activation), most hits filed as activators | 0.24% of 390,000 active | AID 1347120, 2019;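 also: potency is read from the fitted curve at half-maximal effect; plate controls were DMSO vehicle for no effect and reference control for full effect; nearly all actives have a fitted effect of over 55% in size; some results filed as inactive show a strong effect at the top dose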
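S. cerevisiae expressing FUS from galactose induction served as the toxicity model. Growth after 24hr at 30C, read as absorbance at 600 nm, indicates suppression of toxicity; compounds dosed at several concentrations.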
EPAC1 ag: qHTS for Agonist of cAMP-regulated guanine nucleotide exchange factor 3 (EPAC1): primary screen; 0.073% of 360,000 active; Potency, µM (top dose mostly 154 µM), for inactives: at the highest dose activation, most hits filed as activators; Rap guanine nucleotide exchange factor 3 (Homo sapiens), O95398; EPAC1 agonist qHTS, biochemical assay; response scale: 100% = response to 6.5 mM cAMP; also: potency is read from the fitted curve at half-maximal effect; nearly all actives have a fitted effect of over 60% in size
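EPAC1 100 nM, Rap1B–BODIPY-GDP 250 nM, unlabeled GDP 50 uM; compound titration; 5 min RT; kinetic read ex480/em540 at 5-min intervals ×30 min; data normalized to 6.5 mM cAMP agonist control.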
* = called active by the depositor; ? = inconclusive; nt = no result given; [ ] = another dose, or the depositor's remark. Unless noted, calls follow the shape of the dose curve; as a rule, active = well fitted curve in the direction sought with a large enough effect; inconclusive = small, poorly fitted or top-dose-only effect, or another doubt; inactive = no such curve, though single readings can be large; an effect the other way counts as inactive or inconclusive.

SMILES	PLK1 PBD inh	PI5P4K alpha inh	IL2 activator	WRN helicase inh	Abeta rescue	EPAC1 antagonist	aSyn rescue	FUS suppressor	EPAC1 ag
Cc1ccc(O)c(NC(=O)Cc2ccc3ccccc3c2)c1	-4%	7	0.4	-16%	?	-4%	?	10%	8%
COc1cc(CNC(=O)c2cc(-c3cc(Cl)ccc3OC)n[nH]2)cc(OC)c1	-1%	-10	-0.2	5%[57.1 µM]	-7%	-5%	0%	5%	-16%
O=C(O)CC/C(=C\c1ccc(N2CCCC2)c([N+](=O)[O-])c1)c1nc2ccccc2s1	34µM*	-21	-6.3	?	-10%	45µM*	-40%[inhibitor]	11%	89µM*
NC(=O)c1ccccc1N/C=C/C(=O)c1cccs1	-7%	-4	0.4	-3%	-88%[inhibitor]	13%	14%	13%	10%
O=C(NCC(=O)N(c1ccc(Cl)cc1)C(C(=O)NC1CCCC1)c1ccncc1)c1ccco1 (configuration not stated)	-6%	-7	-0.7	-2%	-14%	-14%	-4%	20%	7%
COc1ccc(S(=O)(=O)NNC(N)=S)cc1	-3%	-2	-0.5	9%	-7%	14%	1%	-10%	0%
OCCOCCNc1ncnc2c1c(-c1ccccc1)cn2-c1ccccc1	-7%	3	-1.7	-6%	-14%	6%	7%	22%	2%
Cc1c(N/N=C(\C#N)C(=O)c2ccccc2)c(=O)n(-c2ccccc2)n1C	-7%	3	0.6	-7%	?	0%	17%	19%	-161%[inhibitor]
Cc1ccc(S(=O)(=O)N2CCOCC2)cc1C(=O)N1CCN(Cc2ccccc2)CC1	-5%	-5	-0.7	-12%	0%	1%	0%	6%	-7%
COC(=O)c1cc(OC)c(OC)cc1NC(=S)N1CCCC(CO)C1 (configuration not stated)	-9%	nt	1.8	-2%	0%	0%	-1%	20%	6%
CCCCn1c(N)c(N2CCOCC2)c(=O)n(CC(=O)NCCc2ccccc2)c1=O	1%	5	-2.2	0%	-6%	-3%	-4%	17%	0%
Cc1ccc(C(=O)C2CCN(S(=O)(=O)c3ccccc3C(=O)O)CC2)cc1	-12%	-4	2.7	-4%	12%	-9%	-3%	11%	-8%
COc1ccc2c(c1)CCc1cnc(N)nc1-2	-7%	-12	-0.1	4%	-13%	-6%	0%	4%	4%
COC(=O)N/N=C/c1c(C)cc(C)cc1C	-5%	2	-0.7	5%	10%	-1%	1%	-19%	-7%
CCCNC(=O)Nc1ccccc1C(=O)Nc1ccc(OC)cc1	-4%	1	-2.2	1%	-15%	3%	-4%	28%	-7%
O=C(COC(=O)C1(c2ccccc2F)CCCC1)N1CCN(C(=O)c2ccco2)CC1	-9%	nt	0.7	-7%	-6%	10%	3%	-3%	10%
O=c1c(-c2ccc(Cl)cc2)[n+]([O-])c2ccccc2n1OCc1ccccn1	0%	nt	1.9	-4%	9%	0%	7%	9%	0%
CC1=C(C(=O)N2CCOCC2)CC(CC(=O)NCc2cccs2)C(=O)N1Cc1ccc(C(C)(C)C)cc1 (configuration not stated)	23%	-4	1.0	8%	2%	10%	3%	14%	4%
CC(/C=C/c1ccc2c(c1)OCO2)=N/NC(=O)c1cccnc1	0%	-1	-2.6	2%	-17%	3%	0%	-14%	3%
COc1cccc(N2CCN(c3ccc4nnc(CCC(=O)Nc5ccc(OC)c(OC)c5)n4n3)CC2)c1	-3%	4	-2.7	0%	4%	?	0%	11%	14%
CC(=O)Nc1ccc(NC(=O)c2c(C)c(-c3ccccc3)nc3ccccc23)cc1	3%	2	-3.5	-5%	-1%	-2%	2%	25%	-1%
Cc1ccccc1CNC(=O)Cc1ccccc1[N+](=O)[O-]	-7%	3	-0.1	28%	-3%	3%	-1%	nt	8%
Cn1c2ccc(F)cc2c2nc3ccccc3nc21	-23%	27	-1.0	-2%	-11%	-18%	17%	14%	-3%
NN/C(=C\[N+](=O)[O-])Nc1ccc(Cl)cc1	12µM*	-16	1.0	-14%	21%	-19%	-26%	28%	11%
Cc1cccc(N2CCN(C(=O)Cc3cn(C)c4ccccc34)CC2)c1C	12µM*	-13	-3.0	0%	1%	-9%	17%	?	18%
COc1ccccc1S(=O)(=O)N(C)C[C@H]1Oc2ncc(Br)cc2C(=O)N([C@H](C)CO)C[C@H]1C	-6%	4	-0.4	-6%	5%	-10%	0%	-16%	8%
O=C(/C=C/c1ccc2c(c1)OCO2)c1ccc(F)cc1	-6%	3	-1.3	-15%	2%	-18%	1%	-1%	-6%
COc1ccc2c(c1)OC[C@H]1[C@H]2N2C(=O)CN(Cc3ccco3)C(=O)[C@@]2(C)[C@H]1c1ccccc1	-4%	-3	-0.4	-15%	-18%	-9%	-2%	?	6%
CCN(CC)CCn1c(NC(=O)c2ccccc2O)nc2ccccc21	-11%	-2	0.2	-6%	-19%	-18%	1%	-11%	-2%
O=C(N/N=C/c1cn[nH]c1-c1ccc(Cl)cc1)c1ccc([N+](=O)[O-])cc1	0%	1	-6.1	-23%[57.1 µM]	-10%	0%	2%	11%	6%
O=[N+]([O-])c1cccc(-c2cn3ccccc3n2)c1	3%	-2	-0.2	-16%	-7%	-2%	5%	-2%	-3%
O=C1c2ccccc2C(c2nnnn2Cc2ccccc2)N1CCc1ccccc1F (configuration not stated)	0%	7	0.0	-6%	14%	4%	6%	8%	-1%
Cc1ccc(S(=O)(=O)Nc2ccc3c(c2)C(=O)N([C@H](C)CO)C[C@H](C)[C@@H](CN(C)C(=O)NC2CCCCC2)OCCCC[C@@H](C)O3)cc1	-9%	1	-1.0	-2%	-1%	-2%	0%	16µM*	-4%
Cc1[nH]c2ccccc2c1/C=N/NC(=O)CCC(=O)NCc1ccccc1	12µM*	-28	-1.3	-15%	-2%	15%	3%	7%	-6%
O=C1NC[C@@H](Cc2ccc(O)cc2)N(CCc2cccc3ccccc23)C1=O	-6%	-4	-0.5	-5%	6%	0%	5%	-9%	12%
N#Cc1ccc(Oc2cnccn2)cc1	2%	3	-5.2	15%	-18%	-12%	-4%	26%	-9%
COc1ccc2c(c1)cc(C(=O)N[C@H](C(=O)N1CCC(C(=O)O)CC1)C(C)C)n2C	1%	0	-1.2	1%	7%	-6%	5%	22%	6%
O=C(c1cc2ccccc2o1)N1CCN(c2cccc(C(F)(F)F)c2)CC1	-5%	-3	0.6	-7%	-11%	-13%	1%	-4%	-6%
Cc1cc(=O)oc2cc(OC(=O)c3nn(C(C)C)c(=O)c4ccccc34)ccc12	?	-21	-2.3	-9%	9%	-30%	14%	-14%	6%
CCN(CC)c1nc(N)c([N+](=O)[O-])c(NCCO)n1	-15%	9	-1.6	8%	-1%	-22%	1%	nt	1%
O=C(CSc1nnc(Cc2cc(=O)[nH]c(=O)[nH]2)n1-c1ccccc1)N1CCCC1	-19%	1	-1.6	8%	13%	-7%	-9%	6%	3%
COc1ccc(C(=O)N/C(=C/c2cccnc2)C(=O)NCc2ccco2)cc1OC	-8%	-8	4.2	-26%	-11%	0%	-4%	22%	7%
CCCCC(=O)Nc1ccc(N2CCN(S(C)(=O)=O)CC2)cc1	-24%	-4	-3.7	7%	5%	8%	1%	5%	-5%
O=C(Nc1ccc(Cl)cc1)C1=Cc2cc(Cl)ccc2OC1	-7%	7	-0.5	-5%	5%	-28%	4%	-4%	11%

10 structures out of the list, arranged by heavy-atom count, rising:
SMILES	PLK1 PBD inh	PI5P4K alpha inh	IL2 activator	WRN helicase inh	Abeta rescue	EPAC1 antagonist	aSyn rescue	FUS suppressor	EPAC1 ag
N#Cc1ccc(Oc2cnccn2)cc1	2%	3	-5.2	15%	-18%	-12%	-4%	26%	-9%
CCN(CC)c1nc(N)c([N+](=O)[O-])c(NCCO)n1	-15%	9	-1.6	8%	-1%	-22%	1%	nt	1%
O=C(Nc1ccc(Cl)cc1)C1=Cc2cc(Cl)ccc2OC1	-7%	7	-0.5	-5%	5%	-28%	4%	-4%	11%
CCCCC(=O)Nc1ccc(N2CCN(S(C)(=O)=O)CC2)cc1	-24%	-4	-3.7	7%	5%	8%	1%	5%	-5%
O=C(c1cc2ccccc2o1)N1CCN(c2cccc(C(F)(F)F)c2)CC1	-5%	-3	0.6	-7%	-11%	-13%	1%	-4%	-6%
O=C1NC[C@@H](Cc2ccc(O)cc2)N(CCc2cccc3ccccc23)C1=O	-6%	-4	-0.5	-5%	6%	0%	5%	-9%	12%
O=C(CSc1nnc(Cc2cc(=O)[nH]c(=O)[nH]2)n1-c1ccccc1)N1CCCC1	-19%	1	-1.6	8%	13%	-7%	-9%	6%	3%
COc1ccc(C(=O)N/C(=C/c2cccnc2)C(=O)NCc2ccco2)cc1OC	-8%	-8	4.2	-26%	-11%	0%	-4%	22%	7%
O=C1c2ccccc2C(c2nnnn2Cc2ccccc2)N1CCc1ccccc1F (configuration not stated)	0%	7	0.0	-6%	14%	4%	6%	8%	-1%
Cc1ccc(S(=O)(=O)Nc2ccc3c(c2)C(=O)N([C@H](C)CO)C[C@H](C)[C@@H](CN(C)C(=O)NC2CCCCC2)OCCCC[C@@H](C)O3)cc1	-9%	1	-1.0	-2%	-1%	-2%	0%	16µM*	-4%
